Source: PubChem BioAssay (several laboratories)
MsrA act – activators of bovine methionine sulfoxide reductase A. AID 602163. 360,000 compounds, 0.3% hits. activation, % at 10.6 µM. purified bovine MsrA, absorbance read-out; in the data active = activation above about 7.5%;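 also: 0% = vehicle and 100% = reference activator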
MT1-MMP act inh – MT1-MMP (human) activation inhibition; P50281; 360,000 compounds, 0.061% hits; AID 651647; GFP/RFP ratio change, % at 20 µM; HT1080 RFP-PRO-GFP cells, GFP/RFP ratio fluorescence, overnight; percent of plate control window, DMSO zero;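 active = GFP/RFP ratio change of at least 30% with cell ATP level not reduced by more than half and red fluorescence within 50% of control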; also: strong numbers were not always called active
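Compound: 20 µM single dose, 1% DMSO / System: HT1080 RFP-PRO-GFP cells / Controls: DMSO and RFP-L50D-GFP cell wells / Read-out basis: GFP/RFP fluorescence ratio / Schedule: overnight compound exposure at 37 °C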
FAS-TE inh – inhibitors of human fatty acid synthase thioesterase domain. 360,000 compounds, 0.67% hits. recombinant FAS-TE, OMFH fluorogenic substrate, fluorescence endpoint. AID 602261. inhibition, % at 15 µM;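 active = compounds whose normalised, plate-corrected inhibition of enzyme fluorescence in the single-dose primary screen is 50% or more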;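 also: 0% = DMSO with enzyme and 100% = substrate without enzyme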
CendR NRP1 mod – NRP-1/CendR interaction modulation. O14786. FAM-RPARPAR peptide binding to NRP-1, fluorescence polarization. inhibition, % at 25 µM. 360,000 compounds, 0.85% hits;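 active = inhibition or corrected inhibition above about 18%, plus a signal ratio from 0.5 to 1.5, limit read from the data, passing the limit was not always enough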; also: strong numbers were not always called active
E coli Lon inh – inhibits E. coli Lon protease; P0A9M0; inhibition, % at 7.94 µM; purified E. coli Lon protease, fluorescence polarization; 360,000 compounds, 0.42% hits; in the data active = inhibition above about 13%, passing the limit was not always enough;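 also: 0% = enzyme with probe and DMSO and 100% = no enzyme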
MsrA inh – bovine MsrA inhibition | 360,000 compounds, 0.75% hits | purified bovine MsrA, absorbance read-out | inhibition, % at 15.5 µM | AID 651718; in the data active = inhibition above about 4.5%;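 also: 0% = vehicle wells with enzyme and 100% = reference inhibitor wells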
SKN-1 inh – blocks SKN-1 activity in C. elegans; C. elegans VP596 Pgst-4::GFP/RFP ratio, acrylamide-induced, 24 h; inhibition, % at 21.8 µM; 360,000 compounds, 0.49% hits; AID 624304;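 active = interference check ratio from 0.5 to 1.5 plus GFP to RFP signal ratio inhibition reaching or exceeding a fixed threshold, cut at about 30% in these data, passing the limit was not always enough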; also: some compounds called inactive have numbers as strong as hits
Tb MetRS inh – Trypanosoma brucei MetRS inhibition; purified T. brucei MetRS, ATP depletion, Kinase-Glo luminescence; inhibition, % at 11.9 µM; 360,000 compounds, 0.4% hits; AID 624268;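 active = inhibition above a per-plate cutoff of the control wells' mean inhibition plus 3 SD, cut at about 5.5% in these data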;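 also: 0% = DMSO wells median and 100% = median of wells with control inhibitor compound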
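technique = Kinase-Glo luminescence, ATP depletion format | system = purified MetRS (methionyl-tRNA synthetase) enzyme from Trypanosoma brucei | timing = 15 min preincubation, 2 h reaction, all 25 °C | evaluation = percent inhibition versus plate control medians | dosing = single dose, 11.9 µM final nominal, 0.9% final DMSO | also added = substrates ATP, L-methionine and bulk Escherichia coli tRNA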
PABP1 MLLE inh – inhibitors of microRNA-mediated deadenylation, human PABP1 MLLE binding; GST-MLLE / FITC-PAM2 fluorescence polarization; inhibition, % at 20 µM; 360,000 compounds, 0.36% hits; AID 588489; in the data active = inhibition above about 35%, passing the limit was not always enough;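 also: plate controls were DMSO wells with GST-MLLE for no effect and wells lacking GST-MLLE protein for full effect; some results filed as inactive read as strong as hits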
An asterisk follows results filed as active; nt = not tested or not shown; & = joins results of further samples. Hits appear at their usual frequency; any-hit rate near 4%.

SMILES	MsrA act	MT1-MMP act inh	FAS-TE inh	CendR NRP1 mod	E coli Lon inh	MsrA inh	SKN-1 inh	Tb MetRS inh	PABP1 MLLE inh
O=C(NNC(=O)C12CC3CC(CC(Cl)(C3)C1)C2)c1ccncc1	-1.4	1.2	-5.8	-2.0	-22.4	-0.3	9.1	-0.2	5.7
CCOC(=O)C1CCN(C(=O)COc2ccc(Br)cc2Br)CC1	-4.5	3.0	15.7	11.4	4.3	-0.6	-1.7	-0.3	-3.7
CC1(C)Cc2c(sc(NC(=O)C(=O)NCCCN3CCOCC3)c2C#N)CO1	-9.3	1.2	-3.4	-9.5	-2.0	0.4	3.9	-0.8	27.5
CCOC(=O)CNC1CC(=O)N(c2cccc(Cl)c2)C1=O (stereo unspecified)	-3.7	-2.2	-8.3	-0.2	5.1	-0.6	10.2	-0.4	-8.3
O=C(NC1CCCCCCC1)c1ccco1	-8.6	-0.8	-7.2	-2.7	-3.0	1.5	3.9	-0.9	-5.7
CN(C)Cc1c(C(=O)N/N=C/c2ccc(OCc3ccc(F)cc3)cc2)nnn1-c1nonc1N	-11.7	1.9	-1.6	5.5	-5.0	0.9	1.1	-1.4	-5.4
NC(=O)C(Cc1ccccc1)N1C(=O)c2ccccc2C1=O (stereo unspecified)	-3.1	3.3	-4.7	-1.5	-7.0	0.3	-5.0	-0.1	5.8
Cn1c(SCc2ccc(C#N)cc2)nnc1-c1cccc(Cl)c1	-5.6	3.3	-0.6	-1.6	2.3	0.5	-15.4	-0.1	-7.1
C[C@H]1CN([C@@H](C)CO)C(=O)CCCn2nncc2CO[C@H]1CN(C)S(=O)(=O)c1ccc2ccccc2c1	-7.1	6.2	-1.6	-3.2	-0.9	1.0	-17.4	-2.5	-1.0
Cc1ccc(/C=N/NC(=O)c2ccoc2C)o1	-2.4	1.3	-4.4	-1.3	-8.1	0.2	5.8	-0.6	6.0
O=C(O)CN1C(=O)/C(=C\c2cccc(OCc3ccc(Cl)cc3)c2)SC1=S	2.4	-2.8	17.3	-62.4	-6.8	0.7	-6.6	1.0	19.8
O=C(COc1cccc(C(F)(F)F)c1)Nc1nnc(C2CC2)s1	-0.9	7.0	-3.0	12.4	2.3	-1.3	16.4	-0.2	-7.0
Cc1ccc(-c2cc(C(=O)O)c3cc(Br)ccc3n2)s1	-3.4&-4.0	2.3&-0.6	0.7&-1.3	-8.9&-11.5	-5.8&-2.6	2.0&3.6	5.2&18.8	2.3&-1.2	-11.3&0.1
CCC(=O)Nc1ccc(S(=O)(=O)Nc2nccs2)cc1	-1.8	1.0	-2.0	10.0	6.5	1.7	0.2	-1.2	-2.2
O=c1[nH]c(C2CCCN(S(=O)(=O)c3ccccc3)C2)nc2c1nnn2Cc1cccc(Cl)c1 (stereo unspecified)	-1.1	1.3	16.7	11.4	-0.2	0.7	8.8	0.0	4.2
COC(=O)c1ccc(S(=O)(=O)N2CCCCCC2)cc1	-12.9	-2.1	0.7	-6.1	3.6	-0.6	35.2*	-1.1	-0.7
C=CCn1c(C)nnc1SCC(=O)Nc1ccc2c(c1)OCCO2	-4.4	1.2	-5.1	6.9	-8.6	1.8	7.4	-0.2	-1.7
CC1CN(C(=O)COC(=O)Cc2ccc(Cl)cc2)CC(C)O1 (stereo unspecified)	0.6	-0.2	-8.3	-3.6	-0.1	-0.9	19.8	0.1	4.9
COC(=O)c1cc(-c2c(C)oc3cc(OC(C)C)ccc3c2=O)c(C)o1	0.1	4.3	6.9	-16.8	-1.6	-1.6	-3.0	-0.3	-16.2
O=C(CN(C(=O)CCC(=O)Nc1nccs1)c1ccccc1F)NCCc1ccccc1	1.3	-1.4	-5.2	-4.7	-6.2	0.2	10.2	-0.4	-2.5

Part of the list above, set out differently:
Structure,MsrA act,MT1-MMP act inh,FAS-TE inh,CendR NRP1 mod,E coli Lon inh,MsrA inh,SKN-1 inh,Tb MetRS inh,PABP1 MLLE inh
CCOC(=O)CNC1CC(=O)N(c2cccc(Cl)c2)C1=O (stereo unspecified),-3.7,-2.2,-8.3,-0.2,5.1,-0.6,10.2,-0.4,-8.3
O=C(NC1CCCCCCC1)c1ccco1,-8.6,-0.8,-7.2,-2.7,-3.0,1.5,3.9,-0.9,-5.7
CN(C)Cc1c(C(=O)N/N=C/c2ccc(OCc3ccc(F)cc3)cc2)nnn1-c1nonc1N,-11.7,1.9,-1.6,5.5,-5.0,0.9,1.1,-1.4,-5.4
NC(=O)C(Cc1ccccc1)N1C(=O)c2ccccc2C1=O (stereo unspecified),-3.1,3.3,-4.7,-1.5,-7.0,0.3,-5.0,-0.1,5.8
Cn1c(SCc2ccc(C#N)cc2)nnc1-c1cccc(Cl)c1,-5.6,3.3,-0.6,-1.6,2.3,0.5,-15.4,-0.1,-7.1
C[C@H]1CN([C@@H](C)CO)C(=O)CCCn2nncc2CO[C@H]1CN(C)S(=O)(=O)c1ccc2ccccc2c1,-7.1,6.2,-1.6,-3.2,-0.9,1.0,-17.4,-2.5,-1.0
Cc1ccc(/C=N/NC(=O)c2ccoc2C)o1,-2.4,1.3,-4.4,-1.3,-8.1,0.2,5.8,-0.6,6.0
O=C(O)CN1C(=O)/C(=C\c2cccc(OCc3ccc(Cl)cc3)c2)SC1=S,2.4,-2.8,17.3,-62.4,-6.8,0.7,-6.6,1.0,19.8
O=C(COc1cccc(C(F)(F)F)c1)Nc1nnc(C2CC2)s1,-0.9,7.0,-3.0,12.4,2.3,-1.3,16.4,-0.2,-7.0
Cc1ccc(-c2cc(C(=O)O)c3cc(Br)ccc3n2)s1,-3.4&-4.0,2.3&-0.6,0.7&-1.3,-8.9&-11.5,-5.8&-2.6,2.0&3.6,5.2&18.8,2.3&-1.2,-11.3&0.1
CCC(=O)Nc1ccc(S(=O)(=O)Nc2nccs2)cc1,-1.8,1.0,-2.0,10.0,6.5,1.7,0.2,-1.2,-2.2

(next part)
SMILES	MsrA act	MT1-MMP act inh	FAS-TE inh	CendR NRP1 mod	E coli Lon inh	MsrA inh	SKN-1 inh	Tb MetRS inh	PABP1 MLLE inh
CCOc1ccccc1NS(=O)(=O)c1cn(C)nc1C	-2.9	1.9	-4.0	10.8	-3.2	0.5	-0.2	0.1	2.4
NC(=O)CC(NC(=O)c1ccccc1)c1ccc(NCc2ccc(F)c(F)c2)c([N+](=O)[O-])c1 (stereo unspecified)	-3.8	2.0	4.6	7.2	-3.5	0.8	5.5	-0.2	0.2
Cc1ccc(NC(=O)C2C3C=CC4(CN(Cc5cccnc5)C(=O)C24)O3)cc1F (stereo unspecified)	-6.8	0.9	-7.7	-12.2	-0.5	-0.4	12.6	-0.3	6.0
CCOc1ccccc1OCCCCN1CCCC1	-6.0	3.9	-7.7	-6.2	-0.2	1.2	-28.0	-0.2	-8.7
Cc1onc(-c2c(F)cccc2Cl)c1C(=O)c1ccccc1	-9.1	1.4	15.4	-4.1	7.1	0.7	-3.3	-0.6	5.1
O=C(c1cc(Cl)ccc1O)N1CCN(S(=O)(=O)c2cccs2)CC1	-1.4	-0.2	-6.6	-16.2	-1.6	0.9	-2.6	0.1	3.4
CC(C)NC(=O)N1Cc2cc(C(=O)NC3CCCC3)nc(-c3cccc(-c4cccnc4)c3)c2[C@H]1CCO	-2.0	-4.9	-5.3	-6.7	-13.4	-0.8	-10.0	-0.1	nt
COc1cccc(/C=C/C(=O)c2ccc(C)c([N+](=O)[O-])c2)c1	-3.2	-3.1	-6.1	4.7	-6.7	1.5	5.1	0.1	2.9
CC(OC(=O)c1cccnc1SCc1cc(=O)n2ccccc2n1)c1ccccn1 (stereo unspecified)	-6.3	-8.7	-8.9	-8.9	-0.7	3.2	8.3	-1.1	3.6
CCn1c(=O)c(=O)n(CC)c2cc(S(=O)(=O)Nc3cc(C)ccc3C)ccc21	-5.4	-5.1	-6.6	7.5	-1.0	-0.3	14.8	-0.8	-3.2
O=C1C(=O)N(CC(=O)N2CCCC2)c2ccccc21	-1.9	-0.7	-5.8	4.5	8.0	-0.3	1.8	0.4	2.6
Cc1ccc(-c2sc(C)nc2CC(=O)O)cc1	-10.1	-2.4	-9.4	2.9	-0.5	0.2	1.3	-1.9	4.1
CCN(CC(=O)N1CCOCC1)S(=O)(=O)c1ccc2ccccc2c1	-2.6	-0.6	-5.8	-12.5	-5.7	1.6	2.4	-0.3	-9.0
COc1ccc(C)cc1S(=O)(=O)Nc1cc2c3c(c1)CC(=O)N3CCC2	-6.3	2.9	-0.7	8.6	-9.5	1.3	0.6	-0.2	1.9
CCOc1ccc(N2C(=O)Nc3ccc(Br)cc3C2(O)C(=O)NC(C)C)cc1 (stereo unspecified)	0.1	1.2	-3.1	0.8	2.4	-1.6	11.7	-0.4	5.6
CCOC(=O)c1cc2sccc2n1CC(=O)N1CCc2ccccc21	-9.8	-9.7	-2.5	2.7	-9.3	-0.6	-6.1	-0.8	2.8
CC(OC(=O)c1ccc(Cl)c(S(=O)(=O)N2CCOCC2)c1)C(=O)NC1CCCCC1C (stereo unspecified)	-4.4	7.6	0.8	-3.7	7.4	-0.1	-1.9	0.4	-11.2
Cc1ccc(-c2nc(CS(=O)(=O)CC(=O)NC3CCC(C)CC3)c(C)o2)cc1 (stereo unspecified)	0.6	0.9	7.6	6.2	-2.5	0.4	20.9	0.8	10.9
Cc1c(NC(=S)Nc2ccccc2C(F)(F)F)cccc1[N+](=O)[O-]	-6.1	-2.0	-5.2	9.5	17.8	-1.2	1.9	-1.1	16.9
CCOc1ccccc1O[C@H](c1ccccc1)[C@H]1CNCCO1	0.0	-1.2	0.8	-0.4	37.0	-0.6	16.3	-0.7	-5.5
CC(=O)Nc1ccc(N2CCC(C)CC2)c([N+](=O)[O-])c1	-2.1	10.1	4.1	1.8	4.8	0.5	-2.2	1.0	4.7
O=C(NCCc1ccccc1C(F)(F)F)C1CCC(=O)N(CCCN2CCCC2=O)C1 (stereo unspecified)	-5.7	-1.7	-3.0	8.0	1.5	-0.5	-2.4	2.1	-1.7
C[C@H]1CN([C@@H](C)CO)C(=O)Cc2cc(NS(=O)(=O)c3ccc(Cl)cc3)ccc2O[C@@H]1CN(C)C(=O)Nc1cccc2ccccc12	2.2	3.6	-9.2	0.1	1.8	-0.3	-14.8	-1.4	-6.8
Cc1cc(S(=O)(=O)ON2C(=O)c3ccccc3C2=O)ccc1F	-1.7	-1.7	82.2*	2.7	1.0	1.6	-1.1	0.1	27.4
CCC(=O)N(c1nnc(SCC(=O)Nc2sccc2C(N)=O)s1)C1CC1	-6.4	-0.8	-4.5	-6.8	-26.9	0.0	-1.0	-0.2	-25.7
CCCN(CC(=O)Nc1ccccc1C)CC(=O)Nc1ccc(Br)cc1F	1.6	-3.9	15.8	3.8	-0.6	-0.5	-6.4	0.0	12.1
c1ccc(C(=NNc2nc3ccccc3s2)c2ccccn2)cc1	-5.0	-210.0	26.7	-4.4	130.5*	1.5	10.4	0.3	-1.0
Cc1ccc(C(=O)C=Cc2ccc3c(c2)OCO3)c(C)c1	-1.8	-8.4	0.9	-0.4	-16.4	0.2	-9.3	0.1	-2.6
